Screening data deposited in PubChem BioAssay by several laboratories.
TNAP inh noacc: TNAP (human) inhibition, acceptor-free conditions | inhibition, % at 20 µM | P05186 | AID 1012 | purified TNAP, CDP-star luminescence, 30 min | 200,000 compounds, 0.26% hits;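 active = tissue-nonspecific alkaline phosphatase inhibition above about 50% at 20 µM in the single-dose screen, limit read from the data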;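 also: 0% = DMSO negative control and 100% = EDTA positive control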
TNAP inh hi DEA: blocks human TNAP under high phosphate acceptor concentration | P05186 | inhibition, % at 20 µM | purified TNAP, CDP-star luminescence, 1 M DEA | 200,000 compounds, 0.03% hits;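 active = over 50% inhibition of tissue-nonspecific alkaline phosphatase at 20 µM in the single-dose screen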;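 also: plate controls were DMSO wells for no effect and EDTA-quenched wells as full inhibition for full effect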
FLuc stim CS: affects firefly luciferase, flagging false hits in luciferase stimulation screens; P08659; AID 1027; ATPlite luciferase biochemical, luminescence, 10 min; 0 = ATP-free wells, 1 = DMSO control; activation factor at 10 µM; 200,000 tested, under 10 active;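 active = luciferase activation factor, scaled between plate controls, of at least 2 with compound at 10 µM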
Target sequence (P08659 whole entry, looked up): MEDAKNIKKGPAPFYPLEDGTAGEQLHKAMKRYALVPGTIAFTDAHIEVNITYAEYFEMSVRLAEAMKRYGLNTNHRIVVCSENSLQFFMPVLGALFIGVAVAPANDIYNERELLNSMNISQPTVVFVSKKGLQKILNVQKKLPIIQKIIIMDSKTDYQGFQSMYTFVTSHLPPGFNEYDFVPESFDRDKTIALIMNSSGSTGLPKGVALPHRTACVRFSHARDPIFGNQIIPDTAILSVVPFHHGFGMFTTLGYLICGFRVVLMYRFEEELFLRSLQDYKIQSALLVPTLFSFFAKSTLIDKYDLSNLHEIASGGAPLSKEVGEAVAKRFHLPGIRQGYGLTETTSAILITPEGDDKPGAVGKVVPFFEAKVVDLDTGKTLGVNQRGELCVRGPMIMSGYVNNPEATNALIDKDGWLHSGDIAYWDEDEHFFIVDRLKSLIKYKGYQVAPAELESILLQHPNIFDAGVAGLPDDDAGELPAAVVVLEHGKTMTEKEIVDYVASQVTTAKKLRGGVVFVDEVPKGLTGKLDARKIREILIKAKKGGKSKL
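Assay system: Luciferase/luciferin detection reagent, cell-free biochemical luciferase assay / Read-out: luciferase activation / Benchmarks: No-ATP low control, compound-free enzyme-plus-ATP high control / Medium: PBS buffer for ATP / Detection: luminescence measurement of luciferase light output / Schedule: 10 min at ambient temperature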
PMI activator: increases human mannose-6-phosphate isomerase activity. AID 1214. P34949. 190,000 compounds, 0.005% hits. activation factor at 20 µM. purified human PMI, coupled resazurin fluorescence, 20 min; active compounds read high; 1 = vehicle control, 0 substrate-free wells;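 active = activation factor of 2 or more at 20 µM, relative to plate controls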
Target sequence (P34949 whole entry, looked up): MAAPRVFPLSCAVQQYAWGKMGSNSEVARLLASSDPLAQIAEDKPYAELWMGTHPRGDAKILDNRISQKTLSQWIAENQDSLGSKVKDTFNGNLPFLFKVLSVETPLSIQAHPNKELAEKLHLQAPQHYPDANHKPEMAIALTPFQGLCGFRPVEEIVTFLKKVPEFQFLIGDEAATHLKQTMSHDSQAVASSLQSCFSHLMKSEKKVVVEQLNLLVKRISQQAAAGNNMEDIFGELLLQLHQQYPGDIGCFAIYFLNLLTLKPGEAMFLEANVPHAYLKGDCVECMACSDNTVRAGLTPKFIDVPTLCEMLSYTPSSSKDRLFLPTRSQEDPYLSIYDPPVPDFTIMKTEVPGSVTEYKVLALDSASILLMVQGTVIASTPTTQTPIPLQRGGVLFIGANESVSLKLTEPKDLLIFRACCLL
APP 5'UTR act: activates APP 5'UTR luciferase reporter. SH-SY5Y APP 5'UTR luciferase reporter, luminescence; zero percent = DMSO vehicle wells. activation, % at 2 µM. 190,000 compounds, 1% hits;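 active = activation above a set limit, based on mean plus 3 SD of controls, cut at about 140% in these data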; also: values of inactives mirror those of a sister screen read the other way
PMI act hi M6P: increases human PMI activity with near-saturating mannose 6-phosphate | P34949 | coupled PMI enzyme assay, resazurin fluorescence, 20 min; active compounds read high; 1 = untreated enzyme, 0 = substrate-free blank | activation factor at 20 µM | 190,000 compounds, 0.34% hits | AID 1216;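 active = activation factor of 2 or more at 20 µM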
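Material: human phosphomannose isomerase with PGI, G6PDH, diaphorase coupling enzymes; amount: PMI at 15 ng/mL final; also added: Mannose-6-phosphate 1.0 mM (near-saturating) plus 0.22 mM NADP+; incubation: enzyme reaction with compound 20 min at room temperature; signal: resorufin fluorescence (Ex 544/Em 590 nm) from resazurin via diaphorase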
NF-kB neuron act: compounds increasing NF-kB expression in human neuronal cells; NF-kB reporter expression; active compounds read high; 190,000 compounds, 1.6% hits; AID 1239; fold change at 12.5 µM; in the data active = fold change above about 3.3
FLuc inh counter: counter-screen for luciferase assay inhibitors: firefly luciferase inhibition. 200,000 compounds, 1.5% hits. inhibition, % at 10 µM. P08659. ATPLite firefly luciferase biochemical luminescence, 10 min. AID 1006;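 active = inhibition above about 50% when tested at 10 µM, limit read from the data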
bIAP activator: intestinal alkaline phosphatase (bovine) activation; purified bovine IAP, CDP-star luminescence, 30 min; active compounds read high; fold of DMSO-control signal, blank-subtracted; activation factor at 20 µM; 200,000 compounds, 0.17% hits; AID 1016;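 active = activation factor of 2 or more at 20 µM, a signal rise over negative controls twice the positive control's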
TNAP act hi DEA: TNAP (human) activation, high acceptor; purified TNAP, CDP-star luminescence, 1 M DEA, 30 min; active compounds read high; 0 = EDTA background, 1 = DMSO-only activity; activation factor at 20 µM; 200,000 tested, under 10 active; AID 1136;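 active = activation factor at least 2 at 20 µM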
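Test system – human TNAP · Doses – 20 µM single point · Incubation – 30 min, room temperature · Signal – luminescent substrate turnover signal · Read-out basis – activation factor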
* = called active by the depositor; x = no result given.

SMILES | TNAP inh noacc | TNAP inh hi DEA | FLuc stim CS | PMI activator | APP 5'UTR act | PMI act hi M6P | NF-kB neuron act | FLuc inh counter | bIAP activator | TNAP act hi DEA
N#Cc1ccc(-c2ccc(Cl)cc2)nc1Oc1ccc(F)cc1 | -12.6 | -4.4 | 1.1 | 1 | 16.1 | 1.1 | 1.3 | -6.9 | 0.9 | 1
O=C(CN1CCN(c2ccccc2F)CC1)NC(=O)NCc1ccco1 | -7.3 | -3.3 | 1.1 | 1.4 | 6.3 | 1.3 | 1.02 | -6.0 | 1 | 1
Nc1nnc(CC(=O)N/N=C/c2ccc(-c3ccccc3)o2)s1 | -1.1 | -0.6 | 1 | 1 | 8.4 | 1 | 0.99 | 0.1 | 0.8 | 1
CCOC(=O)CNC(=O)Cn1cnc2ccc(S(=O)(=O)N3CCC(C)CC3)cc2c1=O | -14.1 | -6.5 | 1 | 1.1 | 0.2 | 1 | 1.22 | -4.3 | 0.9 | 1.1
O=C(CSc1nnc2ccccn12)NC(=O)Cc1ccccc1 | -12.7 | -1.3 | 1 | 1 | 18.0 | 1 | 1.28 | -2.5 | 1 | 1
CCc1ccc(Nc2nc(N)nc(CSc3nnnn3-c3ccccc3)n2)cc1 | -10.3 | -1.9 | 1.1 | 0.9 | -14.5 | 0.9 | 0.94 | -5.3 | 1 | 1
CCN(CC)CCCNc1nc(-c2ccccc2)nc2ccccc12 | -4.9 | -3.3 | 1.1 | 1.2 | 14.2 | 1.2 | 1.1 | -6.2 | 1 | 1
CCN(CC)c1ccc2c(c1)OC(N)=C(C#N)C2c1cccnc1 (configuration not stated) | -6.1 | 3.6 | 1.1 | 0.9 | -94.4 | 0.9 | 3.49* | -5.3 | 0.9 | 1
O=C(Nc1ccc(OC(=O)c2ccncc2)cc1)c1ccncc1 | -9.0 | -3.7 | 1.1 | 1 | 3.4 | 1.1 | 1.58 | -5.6 | 1 | 1
O=C(CC12CC3CC(CC(C3)C1)C2)N1CCCC1 | 23.3 | -7.4 | 1.1 | 1.2 | 7.5 | 1.2 | 0.94 | -6.1 | 0.9 | 1.1
COCCNC(=O)CCn1nc(-c2ccc(Cl)cc2)ccc1=O | -7.7 | -6.4 | 1 | 0.9 | 5.7 | 0.9 | 0.99 | -2.4 | 0.9 | 1.1
COc1ccc(/C=N/NC(=O)c2cccc([N+](=O)[O-])c2)cc1O | -7.5 | -4.5 | 0.7 | 1 | -18.4 | 1 | 0.74 | 25.9 | 1.1 | 1

The last two entries of the part above open the next one.
SMILES | TNAP inh noacc | TNAP inh hi DEA | FLuc stim CS | PMI activator | APP 5'UTR act | PMI act hi M6P | NF-kB neuron act | FLuc inh counter | bIAP activator | TNAP act hi DEA
COCCNC(=O)CCn1nc(-c2ccc(Cl)cc2)ccc1=O | -7.7 | -6.4 | 1 | 0.9 | 5.7 | 0.9 | 0.99 | -2.4 | 0.9 | 1.1
COc1ccc(/C=N/NC(=O)c2cccc([N+](=O)[O-])c2)cc1O | -7.5 | -4.5 | 0.7 | 1 | -18.4 | 1 | 0.74 | 25.9 | 1.1 | 1
CC1SCCN1S(=O)(=O)c1ccc2ccccc2c1 (configuration not stated) | -12.9 | -3.4 | 1.1 | 0.9 | 1.4 | 0.9 | 1.25 | -5.9 | 0.9 | 1
C=CCC(O)(CCN1CCCCC1)c1ccccc1 (configuration not stated) | -14.5 | -6.0 | 1 | 1 | -5.5 | 1 | 1.32 | -3.9 | 1.1 | 1.1
CCCCN(C(=O)CSc1nnc(-c2ccc(OC)cc2)n1CC)c1c(N)n(Cc2ccccc2)c(=O)[nH]c1=O | -19.5 | -1.7 | 1.1 | 0.9 | 14.6 | 1 | 0.95 | -8.9 | 0.8 | 1
N#C/C(C(=O)N1CCOCC1)=c1\s/c(=C/c2ccncc2)c(=O)n1-c1ccccc1 | 8.8 | -4.6 | 1 | 0.9 | x | 0.8 | x | -0.3 | 1.1 | 1
CN1CCc2c(sc3nc(SCC(=O)N4CCOCC4)nc(N)c23)C1 | -15.2 | -5.2 | 1 | 1 | 4.1 | 0.6 | 1.01 | -0.8 | 0.9 | 1.1
Cc1ccc(-n2nnnc2SCn2nnc3ccccc3c2=O)c(C)c1 | -5.5 | 1.4 | 1.1 | 0.8 | 21.4 | 0.8 | 0.87 | -5.8 | 0.9 | 1
COc1ccc(/C=C/c2nc(C)c(-c3ccccc3)c(=O)[nH]2)cc1OC | -12.1 | -4.3 | 1.1 | 0.8 | 25.4 | 0.9 | 1.07 | -5.8 | 0.8 | 1
CCN=c1scc(-c2ccccc2)n1/N=C/c1ccccn1 | -2.1 | 0.1 | 0.3 | 0.9 | 165.7* | 1 | 2.96 | 74.4* | 0.8 | 1
CCOC(=O)c1c(NC(=O)CSc2nnc3c(Cl)cc(Cl)cn23)sc2c1CCC2 | -12.6 | -1.0 | 1 | 0.7 | -9.1 | 0.7 | 0.73 | 4.4 | 1.1 | 1
COc1ccccc1N(C)S(=O)(=O)c1ccc(C(=O)OCC(=O)N2CCCCCC2)cc1 | -2.3 | 0.1 | 1 | 0.9 | 11.6 | 0.9 | 0.99 | 0.7 | 1.1 | 1
Clc1ccc(Sc2cc(N3CCOCC3)nc(-c3ccccc3)n2)cc1 | -3.0 | -0.2 | 1 | 0.8 | -9.0 | 0.9 | 0.87 | -1.3 | 1 | 1
Cc1ccc([N+](=O)[O-])c(OCCN2C(=O)NC(C)(C)C2=O)c1 | -13.3 | -2.0 | 1 | 0.9 | 14.8 | 1 | 1.08 | -2.1 | 1 | 1
COc1cc(/C=N/N=C(N)N)ccc1OCc1ccc(Cl)cc1 | -2.6 | -1.6 | 0.8 | 0.9 | 180.1* | 1 | 1.23 | 16.7 | 0.8 | 1
O=C(O)c1ccc(Cn2cnc3sc4c(c3c2=O)CCCC4)cc1 | -2.4 | -1.4 | 1 | 1 | 32.4 | 1 | 1.07 | -0.4 | 1.1 | 1
COc1ccc(/C=C2/C(=O)N(Cc3ccccc3)N=C2C)cc1 | -1.5 | 2.9 | 1 | 0.9 | 5.2 | 0.9 | 1.44 | -3.8 | 1.1 | 1
CCN1CCN(CC(=O)N2N=C(c3cccs3)CC2c2ccc(F)cc2)C(=O)C1=O (configuration not stated) | 1.7 | -4.4 | 1.1 | 1 | 2.9 | 1.1 | 1.35 | -7.9 | 1.1 | 1
CO/N=C/C(C#N)=C/c1cc(C(=O)c2ccccc2)cn1C | -5.8 | 4.9 | 1 | 1 | -9.5 | 1 | 1.18 | -1.2 | 1.2 | 1
CCc1cccc2c(C(=O)C(F)(F)F)cn(CC(=O)N3CCOCC3)c12 | -7.6 | -2.3 | 1 | 0.9 | 60.6 | 0.9 | 1.06 | -3.5 | 1.1 | 1
CC(C)C(=O)NC(NC(=S)Nc1cccc2cccnc12)C(Cl)(Cl)Cl (configuration not stated) | -2.9 | -1.1 | 1 | 0.9 | 10.7 | 0.8 | 1.73 | -1.7 | 1 | 1
O=C(Nc1ccc2nc(-c3ccccc3)[nH]c2c1)c1ccco1 | -1.3 | 0.9 | 0.6 | 0.9 | 48.6 | 0.9 | 0.55 | 42.1 | 0.7 | 1
Cc1cc(C)c(O)c(N)c1 | 1.2 | -2.3 | 1 | 0.7 | 14.2 | 0.4 | 1 | -4.1 | 0.9 | 1
O=C(/C=C/N1CCOCC1)c1cc2ccccc2o1 | -7.2 | -0.4 | 0.6 | 0.9 | 27.1 | 0.9 | 2.03 | 41.1 | 1 | 1
COc1cc([N+](=O)[O-])ccc1NC(=O)CCCOc1cccc(C)c1 | 0.9 | -0.9 | 1.1 | 0.8 | -7.0 | 0.8 | 1.1 | -10.0 | 0.8 | 1
COc1cc(CNCc2cccs2)ccc1OCc1ccccc1 | -10.3 | -4.5 | 1.1 | 1 | 4.6 | 1 | 1.41 | -6.0 | 1 | 1
COc1ccc(CC(=O)Nc2c3c(nn2-c2cccc(C)c2C)CS(=O)C3)cc1OC (configuration not stated) | -15.0 | -9.1 | 1.1 | 1.1 | -2.9 | 1 | 1.13 | -6.8 | 1.1 | 1.1
COCCNS(=O)(=O)c1cccc2cccnc12 | -13.6 | -6.7 | 1.1 | 1 | -9.4 | 1 | 1.44 | -10.9 | 1 | 1.1
COc1ccc(CSc2nc(CSC)cc(N3CCOCC3)n2)cc1 | -5.5 | -0.2 | 1 | 1 | 19.8 | 1 | 1.25 | -4.3 | 1.1 | 1
O=C(Nc1ccc(N2CCOCC2)cc1)Nc1ccc2nsnc2c1 | -7.6 | -2.7 | 0.9 | x | 17.1 | x | 1.96 | 6.9 | 1 | 1
CCOC(=O)c1sc2nc(CC(=O)OC)nc(NCc3ccc(Cl)cc3)c2c1C | 25.8 | -2.3 | 1.1 | 0.9 | 5.1 | 0.9 | 0.87 | -5.3 | 0.9 | 1
Cc1ccc(-n2c(SCC(N)=O)nnc2-c2ccccn2)cc1C | 2.0 | -4.1 | 1 | 1 | 4.4 | 1 | 1.06 | -4.5 | 1 | 1
COc1ccc(-n2nc(C(=O)NCC(=O)N3CCN(c4ccccn4)CC3)c3ccccc3c2=O)cc1 | -7.4 | -4.3 | 0.3 | 1 | 32.7 | 0.9 | 1.03 | 67.7* | 1 | 1
Cc1ccc(S(=O)(=O)N2CCCC2C(=O)Nc2ccc(O)cc2)cc1 (configuration not stated) | 0.4 | -4.7 | 1 | 1 | 12.1 | 0.9 | 1.55 | -4.8 | 0.9 | 1

Filtered by structure: the entries above containing a thiophene ring, fused or not.
SMILES | TNAP inh noacc | TNAP inh hi DEA | FLuc stim CS | PMI activator | APP 5'UTR act | PMI act hi M6P | NF-kB neuron act | FLuc inh counter | bIAP activator | TNAP act hi DEA
CN1CCc2c(sc3nc(SCC(=O)N4CCOCC4)nc(N)c23)C1 | -15.2 | -5.2 | 1 | 1 | 4.1 | 0.6 | 1.01 | -0.8 | 0.9 | 1.1
CCOC(=O)c1c(NC(=O)CSc2nnc3c(Cl)cc(Cl)cn23)sc2c1CCC2 | -12.6 | -1.0 | 1 | 0.7 | -9.1 | 0.7 | 0.73 | 4.4 | 1.1 | 1
O=C(O)c1ccc(Cn2cnc3sc4c(c3c2=O)CCCC4)cc1 | -2.4 | -1.4 | 1 | 1 | 32.4 | 1 | 1.07 | -0.4 | 1.1 | 1
CCN1CCN(CC(=O)N2N=C(c3cccs3)CC2c2ccc(F)cc2)C(=O)C1=O (configuration not stated) | 1.7 | -4.4 | 1.1 | 1 | 2.9 | 1.1 | 1.35 | -7.9 | 1.1 | 1
COc1cc(CNCc2cccs2)ccc1OCc1ccccc1 | -10.3 | -4.5 | 1.1 | 1 | 4.6 | 1 | 1.41 | -6.0 | 1 | 1
CCOC(=O)c1sc2nc(CC(=O)OC)nc(NCc3ccc(Cl)cc3)c2c1C | 25.8 | -2.3 | 1.1 | 0.9 | 5.1 | 0.9 | 0.87 | -5.3 | 0.9 | 1
